Compound activity (PubChem BioAssay)
ABCB1 inh: blocks JC-1 efflux by human ABCB1 transporter. P08183. CCRF-Adr cells, flow cytometry. inhibition, % at 6.6 µM. hit rate 0.067% among 190,000. AID 1326; in the data active = inhibition above about 40%;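 note: 0% = vehicle and 100% = reference inhibitor; higher value means more JC-1 retained so stronger ABCB1 efflux block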
RGS7-Gao reg: modulates binding of RGS7 to human Galphao | AID 1439 | hit rate 0.35% among 220,000 | binding response (% of control), % at 10 µM | Multiplexed bead flow cytometry; actives lie on both sides; in the data active = binding response below about 49% or above about 150%; inconclusive = no clear call, values can overlap the other calls; inactive = in between;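 note: fluorescent Galphao held in activated GDP-AlF4 state binding bead-coupled RGS7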
Mcl1-Bid inh: Mcl-1/Bid interaction inhibition; hit rate 0.97% among 220,000; TR-FRET Mcl-1/Bid-Dy647 peptide binding, 1536-well; inhibition, % at 21.7 µM; AID 1021;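 active = compounds that cut the binding signal by more than half at the single screening dose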;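 note: His-tagged Mcl-1 with europium anti-His antibody binding Bid BH3 peptide; 0% = Mcl-1 plus peptide wells and 100% = peptide-only wells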
Target sequence (Q07820 whole entry, looked up): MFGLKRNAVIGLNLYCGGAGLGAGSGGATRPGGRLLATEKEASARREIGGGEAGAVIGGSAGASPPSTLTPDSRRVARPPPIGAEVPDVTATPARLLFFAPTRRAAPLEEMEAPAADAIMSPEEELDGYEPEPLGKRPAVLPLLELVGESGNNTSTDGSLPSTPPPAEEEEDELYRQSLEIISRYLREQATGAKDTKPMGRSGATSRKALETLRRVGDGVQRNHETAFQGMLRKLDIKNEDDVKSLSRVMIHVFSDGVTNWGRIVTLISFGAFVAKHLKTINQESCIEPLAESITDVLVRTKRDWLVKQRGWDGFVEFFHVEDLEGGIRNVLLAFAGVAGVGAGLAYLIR
Pf gametocyte: inhibitors of late stage P. falciparum gametocyte viability. P. falciparum stage V gametocytes, ATP luminescence, 24 h. inhibition, % at 10.9 µM. hit rate 0.065% among 150,000. AID 743093;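 active = inhibition above the mean plus 3 SD of compounds within the control limits, set per campaign, cut at about 38% in these data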;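 note: 0% = DMSO wells and 100% = medium only without gametocytes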
RGS8-Gao: regulators of human RGS8-Galphao interaction; multiplexed bead flow cytometry, RGS8-Galphao binding; actives lie on both sides; P09471; hit rate 0.34% among 220,000; response (percent of control binding), % at 10 µM; in the data active = response below about 60% or above about 140%; inactive = in between;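 note: Galphao activated as the GDP aluminium fluoride complex binding bead-coupled RGS8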
RGS4-Gao reg: human RGS4-Galphao interaction regulation; Multiplexed bead flow cytometry, RGS4-Galphao binding; actives lie on both sides; binding response (% of control), % at 10 µM; hit rate 0.33% among 220,000; AID 1415; in the data active = binding response below about 49% or above about 150%; inactive = in between;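 note: fluorescent Galphao activated with aluminum fluoride binding bead-coupled RGS4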
GSH fluor: compound fluoresces at 488/530 nm on GSH beads; GSH beads flow cytometry, compound fluorescence 488/530 nm; stronger effect = higher value; fluorescence (KMESF) at 10 µM; hit rate 0.25% among 190,000; AID 1776; in the data active = fluorescence above about 89;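 note: glutathione beads carrying GST-tagged Bcl family fusion proteins plus one bare bead set; values are compound well signal with DMSO vehicle wells as background; inactives centre near 16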
Avidin bead fluor: compound fluoresces at 488/530 nm on avidin beads | compound fluorescence 488/530 nm, flow cytometry; stronger effect = higher value | fluorescence (KMESF) at 10 µM | hit rate 0.38% among 220,000 | AID 1775; in the data active = fluorescence above about 47; note: inactives centre near 10
Mcl1-Noxa inh: disrupts binding of human Mcl-1 to Noxa peptide. hit rate 1.5% among 220,000. TR-FRET Mcl-1/Noxa peptide binding, 2 h. Q07820. inhibition, % at 21.7 µM. AID 1022;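 active = compounds that cut the protein-peptide binding signal by more than 50% relative to plate controls in a single-dose test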;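 note: His-tagged Mcl-1 with rhodamine Noxa BH3 peptide and terbium anti-His antibody; 0% = Mcl-1 plus Noxa peptide wells and 100% = peptide-only wells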
Mcl-1 Bim block: disrupts Bim peptide binding to human Mcl-1 | Q07820 | Bead-based flow cytometry, Bim peptide-Mcl-1 binding | inhibition, % at 10 µM | hit rate 0.1% among 190,000 | AID 1009; in the data active = inhibition above about 40%;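 note: 0% = no compound tracer wells and 100% = peptide blocker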
ABCG2 inh: human ABCG2 inhibition, ABCB1 as counter-screen. inhibition, % at 6.6 µM. IgMXP3 cells, JC-1 efflux, flow cytometry. AID 1325. hit rate 0.1% among 190,000. Q9UNQ0;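 active = inhibition above 80%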;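 note: 0% = DMSO and 100% = nicardipine control wells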
Target sequence (Q9UNQ0 whole entry, looked up): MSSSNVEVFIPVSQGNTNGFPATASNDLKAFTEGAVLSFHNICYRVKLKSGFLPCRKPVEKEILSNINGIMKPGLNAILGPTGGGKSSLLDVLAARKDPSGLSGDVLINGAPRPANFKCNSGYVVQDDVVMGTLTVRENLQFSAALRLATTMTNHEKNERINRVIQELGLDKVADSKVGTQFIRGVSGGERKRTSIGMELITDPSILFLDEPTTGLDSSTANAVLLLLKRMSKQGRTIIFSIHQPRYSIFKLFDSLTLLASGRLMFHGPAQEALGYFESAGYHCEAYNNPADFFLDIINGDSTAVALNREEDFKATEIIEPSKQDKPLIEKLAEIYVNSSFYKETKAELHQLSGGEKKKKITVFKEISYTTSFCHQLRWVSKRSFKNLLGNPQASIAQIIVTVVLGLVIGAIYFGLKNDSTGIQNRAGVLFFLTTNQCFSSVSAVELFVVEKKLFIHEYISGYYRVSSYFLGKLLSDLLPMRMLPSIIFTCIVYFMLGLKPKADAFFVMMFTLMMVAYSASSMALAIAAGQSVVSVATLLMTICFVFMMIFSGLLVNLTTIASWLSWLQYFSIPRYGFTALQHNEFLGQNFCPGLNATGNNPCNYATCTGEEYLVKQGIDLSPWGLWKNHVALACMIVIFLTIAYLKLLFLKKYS
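Measure – % inhibition of efflux relative to nicardipine and DMSO · Test system – ABCG2 IgMXP3 and barcoded ABCB1 CCRF-Adr cell mix · Control set – nicardipine as high control, DMSO as low control · Compound – one concentration, 6.6 µM final · Signal – flow cytometry of retained JC-1 fluorescence · Timing – 10 min exposure at 25 °C with rotation, no wash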
An asterisk follows results filed as active; ? = inconclusive; . = no result given.

Codes – A = ABCB1 inh; B = RGS7-Gao reg; C = Mcl1-Bid inh; D = Pf gametocyte; E = RGS8-Gao; F = RGS4-Gao reg; G = GSH fluor; H = Avidin bead fluor; I = Mcl1-Noxa inh; J = Mcl-1 Bim block; K = ABCG2 inh
> Cc1ccc(C(=O)NC(=S)Nc2ccc(NC(=O)c3cccc(Cl)c3)cc2)cc1
  A = -0.6	B = 98	C = -16	D = -6	E = 101	F = 102	G = 13	H = 13	I = 5	J = 0	K = -1

> CN(C)CC(O)COC(c1ccc(Cl)cc1)c1ccc(Cl)cc1 (stereo not given)
  A = -0.1	B = ?	C = -9	D = -6	E = 100	F = 103	G = 13	H = 10	I = 4	J = 0	K = 0

> CCOc1ccccc1C(=O)Nc1cnn(Cc2ccc(F)cc2)c1
  A = 1.8	B = 102	C = -6	D = -4	E = 102	F = 102	G = 4	H = 13	I = 22	J = -3	K = 16

> COc1ccc2nc(NC(=O)c3cccc(-c4cc5ccccc5oc4=O)c3)sc2c1
  A = -0.7	B = 95	C = 87*	D = 49*	E = 99	F = 97	G = 9	H = 10	I = 54*	J = -2	K = -6

> Cc1nn(CCC(=O)NNC(=S)NCC(C)C)c(C)c1Br
  A = 0.3	B = 102	C = 0	D = .	E = 101	F = 105	G = 17	H = 10	I = 19	J = -1	K = 1

> CSc1nc2n(n1)C(c1ccccn1)C1=C(CC(C)(C)CC1=O)N2 (stereo not given)
  A = .	B = 101	C = -12	D = .	E = 102	F = 102	G = 18	H = 5	I = -18	J = 1	K = .

> COc1ccc(OCc2ccc(C(=O)O)cc2)cc1
  A = 0.2	B = 89	C = 24	D = .	E = 94	F = 89	G = 26	H = 14	I = 23	J = -1	K = 2

> Oc1ccccc1C=NC1=NN(c2cccc(C(F)(F)F)c2)CC1
  A = 1.5	B = 99	C = -21	D = 29	E = 102	F = 102	G = 27	H = 10	I = 2	J = .	K = 2

> COc1ccc2[nH]c3c(NCCC4=CCCCC4)ncnc3c2c1
  A = -0.6	B = 98	C = -17	D = 1	E = 99	F = 91	G = 12	H = 6	I = 44	J = -3	K = -2

> O=C(Cc1ccccc1)N/N=C/c1cc(Br)cc(Cl)c1O
  A = 0.6	B = ?	C = -83	D = 2	E = 95	F = 92	G = 13	H = 7	I = 8	J = 4	K = 12

> N#CC1=C(N)Oc2ccc3ccc(O)cc3c2C1c1ccsc1 (stereo not given)
  A = 0.5	B = 96	C = -7	D = 12	E = 95	F = 101	G = 9	H = 5	I = 29	J = 13	K = 9

> O=C(C1CCN(S(=O)(=O)c2ccccc2)CC1)N1CCOCC1
  A = -0.3	B = 102	C = -15	D = .	E = 105	F = 104	G = 44	H = 9	I = -12	J = 0	K = -3

> Cn1c(=O)c2c(nc(CN3CCOCC3)n2CC(O)CO)n(C)c1=O (stereo not given)
  A = 0.7	B = 100	C = -7	D = -6	E = 98	F = 96	G = 20	H = 18	I = -11	J = 2	K = 0

> Cc1cc(C(=O)NNC(=S)Nc2ccccc2C)cs1
  A = -0.2	B = 102	C = -101	D = -17	E = 102	F = 100	G = 7	H = 5	I = 27	J = 1	K = -1

> Cc1c(Cl)cccc1NC(=O)C1NC(=O)CC1c1ccccc1 (stereo not given)
  A = 0.6	B = 97	C = -9	D = .	E = 104	F = 104	G = 28	H = 6	I = -6	J = -1	K = 3

> Cn1c(=O)c2ncn(CC(=O)N/N=C/C=C/c3ccccc3)c2n(C)c1=O
  A = -0.9	B = 99	C = -15	D = .	E = 102	F = 99	G = 13	H = 10	I = 0	J = -3	K = 10

> Cc1ccc(C)c(S(=O)(=O)Nc2nc(C)c(C(=O)Nc3ccccc3)s2)c1
  A = 0.0	B = 105	C = 37	D = 8	E = 100	F = 103	G = 15	H = 11	I = 24	J = -1	K = -2

> Cc1cc(C(=O)COC(=O)CNC(=O)c2ccc(F)cc2)c(C)n1Cc1ccco1
  A = 1.2	B = 96	C = -50	D = -8	E = 102	F = 95	G = 5	H = 12	I = 12	J = -5	K = 12

> CN(C(=O)COC(=O)C1c2ccccc2Oc2ccccc21)C1CCS(=O)(=O)C1 (stereo not given)
  A = 0.1	B = 101	C = -9	D = -11	E = 101	F = 105	G = 8	H = 13	I = 10	J = 0	K = 0

> COc1cc(OC)nc(Oc2ccccc2C(=O)Oc2cccc(C)c2)n1
  A = 0.6	B = 105	C = 53*	D = .	E = 107	F = 106	G = 26	H = 4	I = -7	J = -7	K = 6

> Cc1cc(C)nc(SCc2nnc(SCC(=O)N3CCCc4ccccc43)n2C)n1
  A = 1.0	B = 100	C = -9	D = 14	E = 102	F = 102	G = 40	H = 8	I = 16	J = 0	K = 3

> O=C(Cn1nnc2ccccc2c1=O)N[C@H](C(=O)O)c1ccccc1
  A = .	B = ?	C = -13	D = 7	E = 101	F = 99	G = .	H = 8	I = -2	J = .	K = .

> Cc1ccc(S(=O)(=O)N(Cc2n[nH]c(=S)n2-c2ccccc2)c2cccc(Cl)c2)cc1
  A = -0.4	B = 105	C = -77	D = -5	E = 101	F = 102	G = 15	H = 15	I = 6	J = -4	K = -1

> Cc1cc(NC(=O)CSCC(=O)N(c2ccc(F)cc2)C(C(=O)NC2CCCCC2)c2ccc(O)c(O)c2)no1 (stereo not given)
  A = -0.2	B = 104	C = -70	D = -7	E = 111	F = 104	G = 19	H = 11	I = 17	J = 0	K = -3

> CCOC(=O)/C(C#N)=C/c1ccc(OC)c(OC)c1
  A = 0.4	B = 96	C = 6	D = .	E = 101	F = 97	G = 13	H = 39	I = -14	J = -3	K = 5

Five entries from above in another layout:
Fields – ABCB1 inh	RGS7-Gao reg	Mcl1-Bid inh	Pf gametocyte	RGS8-Gao	RGS4-Gao reg	GSH fluor	Avidin bead fluor	Mcl1-Noxa inh	Mcl-1 Bim block	ABCG2 inh
Cc1cc(C(=O)NNC(=S)Nc2ccccc2C)cs1
 : -0.2	102	-101	-17	102	100	7	5	27	1	-1
Cc1c(Cl)cccc1NC(=O)C1NC(=O)CC1c1ccccc1 (stereo not given)
 : 0.6	97	-9	.	104	104	28	6	-6	-1	3
Cn1c(=O)c2ncn(CC(=O)N/N=C/C=C/c3ccccc3)c2n(C)c1=O
 : -0.9	99	-15	.	102	99	13	10	0	-3	10
Cc1ccc(C)c(S(=O)(=O)Nc2nc(C)c(C(=O)Nc3ccccc3)s2)c1
 : 0.0	105	37	8	100	103	15	11	24	-1	-2
Cc1cc(C(=O)COC(=O)CNC(=O)c2ccc(F)cc2)c(C)n1Cc1ccco1
 : 1.2	96	-50	-8	102	95	5	12	12	-5	12

Carrying on.
Codes – A = ABCB1 inh; B = RGS7-Gao reg; C = Mcl1-Bid inh; D = Pf gametocyte; E = RGS8-Gao; F = RGS4-Gao reg; G = GSH fluor; H = Avidin bead fluor; I = Mcl1-Noxa inh; J = Mcl-1 Bim block; K = ABCG2 inh
> CN(C)CCN(C(=O)c1cc(Cl)sc1Cl)c1nc2ccc(F)cc2s1
  A = -0.1	B = 102	C = 20	D = -18	E = 100	F = 102	G = 19	H = 14	I = 21	J = -4	K = 0

> COc1ccc(/C=N/NC(=O)c2ccc(Br)cc2)cc1CN1CCOCC1
  A = .	B = ?	C = -7	D = -7	E = 101	F = 101	G = .	H = 8	I = 10	J = .	K = .

> CCCCc1cc(=O)oc2cc(OCC(=O)N3CCc4ccccc43)ccc12
  A = 0.2	B = 98	C = -21	D = .	E = 102	F = 97	G = 26	H = 4	I = 12	J = 0	K = 1

> COc1ccc(C2Cc3ccccc3C(=O)O2)cc1 (stereo not given)
  A = 0.4	B = 89	C = 3	D = 15	E = 95	F = 88	G = 10	H = 3	I = 3	J = 2	K = 1

> CCC(C)(C)NC(=O)C(OC(=O)c1ccco1)c1ccccc1OC (stereo not given)
  A = 1.9	B = 97	C = -32	D = .	E = 102	F = 101	G = 13	H = 6	I = -10	J = -1	K = 6

> O=C(NCCc1cccc(Cl)c1)c1cc([N+](=O)[O-])ccc1Cl
  A = 1.2	B = 102	C = -30	D = -9	E = 105	F = 103	G = 22	H = 14	I = 9	J = -1	K = 17

> CCOCCn1c(C(C)C)nc2ccccc21
  A = 0.1	B = 86	C = -13	D = 13	E = 94	F = 92	G = 12	H = 9	I = 8	J = -1	K = 0

> Cc1nc2cc(NC(=O)c3ccc(N4C(=O)CCC4=O)cc3)ccc2s1
  A = 1.1	B = 110	C = -3	D = -2	E = 126	F = 111	G = 20	H = 24	I = 11	J = -4	K = 6

> CN1/C(=C\C(=O)CSc2nnc(NCc3ccccc3)s2)C(C)(C)c2ccccc21
  A = -0.6	B = 100	C = -62	D = -49	E = 84	F = 98	G = 8	H = 2	I = 7	J = -8	K = 0

> COC(=O)Cn1c(=O)cnc2ccccc21
  A = 0.5	B = 100	C = -22	D = .	E = 102	F = 99	G = 13	H = 5	I = 3	J = -2	K = 3

> O=C(Cn1c(C(F)(F)F)nc2ccccc21)Nc1ccccc1N1CCOCC1
  A = 0.3	B = 45*	C = 6	D = -30	E = 54*	F = 48*	G = 35	H = 8	I = 11	J = 0	K = -5

> NC(=O)c1ccsc1NC(=O)CSc1nc2ccccc2c(=O)n1CCCO
  A = 0.2	B = 102	C = -16	D = .	E = 85	F = 98	G = 16	H = 12	I = 19	J = 0	K = 2

> C=CCNC(=O)CSc1nnc(-c2ccccc2Br)n1-c1cccc(C(F)(F)F)c1
  A = 0.5	B = 99	C = -12	D = .	E = 96	F = 100	G = 9	H = 2	I = 15	J = 0	K = -1

> CCOC(=O)CC(=O)NC1(Cc2ccc(O)cc2)CCCCC1
  A = 0.1	B = 95	C = -13	D = 1	E = 101	F = 98	G = 10	H = 10	I = -8	J = 0	K = 0

> O=C(/C=C/c1ccco1)N/C(=C\c1ccccc1)C(=O)NCCc1nc2ccccc2[nH]1
  A = -0.1	B = 91	C = -9	D = -3	E = 110	F = 96	G = 12	H = 5	I = 6	J = 3	K = -1

> COc1ccc(-c2nc(CS(=O)(=O)CC(=O)NCCc3cc(OC)ccc3OC)c(C)o2)cc1
  A = 0.6	B = 103	C = -16	D = 2	E = 99	F = 97	G = 14	H = 7	I = -10	J = -1	K = 6

> COc1cccc(OC)c1C(=O)Nc1ccc(Cc2ccncc2)cc1
  A = 3.6	B = 102	C = 10	D = 18	E = 104	F = 103	G = 12	H = 11	I = -14	J = 0	K = 1

> CC(C)Cc1ccc(/C=C/C(=O)N2CCCCC2)cc1
  A = 0.4	B = 104	C = -6	D = 11	E = 103	F = 100	G = 14	H = 12	I = 10	J = 0	K = 1

> CCCn1cnc2c(c1=O)c1nc3ccccc3nc1n2Cc1ccccc1OC
  A = 1.4	B = 95	C = -3	D = .	E = 100	F = 101	G = 11	H = 11	I = 3	J = 0	K = 21

> COc1ccc2sc(NC(=O)c3ccco3)nc2c1
  A = 0.5	B = 103	C = -17	D = .	E = 103	F = 103	G = 13	H = 23	I = 14	J = 0	K = 5

> CCCCC(CC(C)O)c1n[nH]c(=S)n1-c1ccccc1 (stereo not given)
  A = -0.9	B = 103	C = -34	D = -27	E = 108	F = 107	G = 10	H = 21	I = 22	J = -12	K = -5
